Bioassay records from PubChem.
Rin1 Abl inh: inhibitors of human Rin1-Abl protein interaction; P00519+Q13671; TR-FRET Rin1/Abl binding, biochemical; inhibition, % at 7.35 µM; 360,000 tested, 0.4% active; in the data active = inhibition above about 5%, passing the limit was not always enough
Rpn11 inh: inhibitors of human proteasome Rpn11. calls only at 20 µM. 360,000 tested, 0.59% active. AID 588493. human 26S proteasome, Ub4-pepOG fluorescence polarization; 20S core pre-blocked with epoxomicin;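 active = inhibition at 20 µM, scaled to each plate's controls, above about 33%, limit read from the data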
Target sequence (O00487 whole entry, looked up): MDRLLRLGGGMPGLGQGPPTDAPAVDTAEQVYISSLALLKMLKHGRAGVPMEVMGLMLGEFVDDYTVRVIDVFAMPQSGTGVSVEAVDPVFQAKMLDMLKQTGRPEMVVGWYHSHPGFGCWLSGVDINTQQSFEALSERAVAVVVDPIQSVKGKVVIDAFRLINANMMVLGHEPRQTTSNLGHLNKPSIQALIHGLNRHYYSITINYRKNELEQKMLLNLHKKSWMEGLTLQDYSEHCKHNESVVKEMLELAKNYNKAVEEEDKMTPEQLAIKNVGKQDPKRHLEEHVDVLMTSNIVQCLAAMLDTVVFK
MT1-MMP act inh: MT1-MMP (human) activation inhibition | P50281 | HT1080 RFP-PRO-GFP cells, GFP/RFP ratio fluorescence, overnight; percent of plate control window, DMSO zero | GFP/RFP ratio change, % at 20 µM | 360,000 tested, 0.061% active;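 active = GFP/RFP ratio change of at least 30% with cell ATP level not reduced by more than half and red fluorescence within 50% of control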; also: strong numbers were not always called active
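system = RFP-PRO-GFP reporter HT1080 cells | dosing = 20 µM single dose, 1% DMSO | timing = overnight cell settling, then overnight compound exposure, 37 °C, 5% CO2 | read-out basis = GFP/RFP fluorescence ratio | controls = DMSO and RFP-L50D-GFP cell wells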
NadD inh: NadD (S. aureus) enzyme inhibition; purified NadD enzyme, colorimetric absorbance read-out; 360,000 tested, 0.78% active; inhibition, % at 20 µM; in the data active = inhibition above about 26%; also: some compounds past the cut are filed as inactive
SKN-1 block: inhibitors of C. elegans SKN-1 | C. elegans VP596 Pgst-4::GFP/RFP ratio, acrylamide-induced, 24 h | inhibition, % at 21.8 µM | 360,000 tested, 0.49% active | AID 624304;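 active = interference check ratio from 0.5 to 1.5 plus GFP to RFP signal ratio inhibition reaching or exceeding a fixed threshold, cut at about 30% in these data, passing the limit was not always enough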; also: some compounds called inactive have numbers as strong as hits
Neddyl block: blocks human cullin neddylation; P61081+Q13564; TR-FRET cullin neddylation, biochemical; calls only at 25 µM; 360,000 tested, 0.58% active; AID 651699; in the data active = inhibition above about 36%
PABP1 MLLE inh: blocks PAM2 peptide binding to the PABP1 MLLE domain; P11940; GST-MLLE / FITC-PAM2 fluorescence polarization; inhibition, % at 20 µM; 360,000 tested, 0.36% active; AID 588489; in the data active = inhibition above about 35%, passing the limit was not always enough;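 also: plate controls were DMSO wells with GST-MLLE for no effect and wells lacking GST-MLLE protein for full effect; some results filed as inactive read as strong as hits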
FAS-TE inh: inhibitors of human fatty acid synthase thioesterase domain. 360,000 tested, 0.67% active. P49327. recombinant FAS-TE, OMFH fluorogenic substrate, fluorescence endpoint. inhibition, % at 15 µM;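 active = compounds whose normalised, plate-corrected inhibition of enzyme fluorescence in the single-dose primary screen is 50% or more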;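 also: 0% = DMSO with enzyme and 100% = substrate without enzyme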
CSN deneddyl inh: CSN deneddylation inhibition; Q92905; inhibition, % at 12.5 µM; Purified CSN, SCF-Nedd8-OG deneddylation, fluorescence polarization; AID 651999; 360,000 tested, 0.38% active;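 active = pattern-corrected inhibition above about 35%, with an unprinted fluorescence ratio check between 0.5 and 1.5, limit read from the data, passing the limit was not always enough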;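 also: 0% = enzyme with substrate and 100% = substrate without enzyme; some results filed as inactive read as strong as hits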
Target sequence (Q92905 whole entry, looked up, one chain of several): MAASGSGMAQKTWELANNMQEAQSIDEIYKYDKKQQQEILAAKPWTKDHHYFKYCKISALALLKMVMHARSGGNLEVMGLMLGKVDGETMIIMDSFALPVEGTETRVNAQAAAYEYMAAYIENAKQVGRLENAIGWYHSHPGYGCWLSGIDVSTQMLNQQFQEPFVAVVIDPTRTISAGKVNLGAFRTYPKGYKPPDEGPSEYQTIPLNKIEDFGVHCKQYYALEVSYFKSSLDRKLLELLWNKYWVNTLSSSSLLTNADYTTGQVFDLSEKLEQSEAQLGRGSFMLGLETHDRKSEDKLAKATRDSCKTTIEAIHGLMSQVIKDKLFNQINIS
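Test system: purified human Csn5 enzyme expressed in HEK293T cells. Amount: 0.24 nM enzyme. Reagent: SCFSkp2-Nedd8OG substrate at 10 nM final. Schedule: 90 min incubation of compound, enzyme and substrate at room temperature. Detection: fluorescence polarization. Read-out: % inhibition of substrate cleavage by Csn5.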
The depositor's hits bear a star; i = inactive; / = not tested or not shown.

SMILES	Rin1 Abl inh	Rpn11 inh	MT1-MMP act inh	NadD inh	SKN-1 block	Neddyl block	PABP1 MLLE inh	FAS-TE inh	CSN deneddyl inh
COCCCNC(=O)/C(C#N)=C/c1c(N2CCN(c3ccccc3)CC2)nc2c(C)cccn2c1=O	-2	i	-7	1	0	i	28	5	-2
COc1ccc(CN2CCC(C(=O)N(C)CCc3ccc(OC)c(OC)c3)CC2)c(OC)c1	2	i	5	-5	-4	i	-3	-14	-6
COc1ccc(C)cc1NC(=S)N1CC(C)OC(C)C1 (centres undefined)	0	i	0	16	-5	i	-23	-6	-2
C#CCNC(=O)C1=C[C@H](C2CC2)C[C@H](OCCCCO)O1	-2	i	2	-1	19	i	10	-6	7
CCCNC(=O)C1(C)CCN(C(=O)c2oc3ccccc3c2C)C1 (centres undefined)	0	i	-2	3	12	i	-10	-2	4
Cc1cccc(N2CCN(Cc3nc(-c4ccccc4Cl)oc3C)CC2)n1	-3	i	2	-3	-9	i	0	10	-3
CC1CCC(NC(=O)C2CCC(CNS(=O)(=O)c3ccccc3)CC2)CC1 (centres undefined)	1	i	-3	-3	-2	i	6	-5	2
CC1CCN(S(=O)(=O)c2ccc(Cl)cc2Br)CC1	4	i	-2	-1	-11	i	4	16	6
CC1=C(C(=O)OC(C)C)[C@@H](c2ccc(C)o2)NC(=O)N1	0	i	-3	1	-6	i	6	-4	0
Fc1ccccc1-c1ccc(/C=N/Nc2nc3ccccc3[nH]2)o1	-1	i	2	12	1	/	-77	-43	5
O=C1SCCC1NC(=O)C(c1ccccc1)c1ccccc1 (centres undefined)	-1	i	-2	1	18	i	-1	-2	-4
CCn1c(C)nc2cc(C(=O)NNC(=S)Nc3ccccc3)ccc21	4	i	5	4	-11	i	3	1	-7
CCN(CC)S(=O)(=O)c1ccc(NC(=O)COC(=O)c2ccc(Br)o2)cc1	5	i	9	-8	14	i	-27	4	8
COc1ccc(S(=O)(=O)n2nc(OC(=O)c3cccs3)cc2N)cc1	0	i	0	-13	-7	i	-7	10	-2
O=C(NC1CCCCC1)C(c1ccnc2ccccc12)n1c(=O)c(-c2ccccc2)nc2ccccc21 (centres undefined)	/	/	2	/	6	i	/	/	0
O=C(NNS(=O)(=O)c1ccccc1)c1cnn(-c2ccc(Cl)cc2)c1C(F)(F)F	1	i	4	-4	1	i	9	-3	-1
CCc1nnc(NC(=O)c2oc3ccc(Br)cc3c2C)s1	-2	i	/	7	-14	i	2	3	5
Oc1[nH]c2ccccc2c1N=Nc1ccc(C(F)(F)F)cn1	1	i	4	3	5	i	9	2	-7
Cc1cccc(C)c1NC(=S)NC(C)CCc1ccccc1 (centres undefined)	-5	i	-2	2	-4	i	11	12	4
CC1(C(=O)NS(=O)(=O)c2ccc(Cl)cc2)CCN1C(=O)Cc1cc(F)ccc1F (centres undefined)	-6	i	-3	-7	11	i	-1	-4	2
COc1ccc2[nH]c(C(=O)NCCCn3ccnc3)cc2c1	0	i	1	-4	-4	/	10	-6	0
COc1ccc(NCc2ccc([N+](=O)[O-])s2)c(OC)c1	-1	i	1	4	2	i	9	-9	-12
O=C(NCCCCNC(=O)c1cccs1)c1cccs1	0	i	-3	0	1	i	-3	-12	-3
CCOC(=O)c1c(S(=O)(=O)Nc2ccc(F)cc2Cl)c(C)n(C)c1C	3	i	-2	-2	20	i	6	16	1
Cc1cc2ncn(S(=O)(=O)c3ccc(S(=O)(=O)N4CCOCC4)cc3)c2cc1C	-1	i	-1	0	-9	i	1	-7	-3
Cc1cccc2cc(C(c3nnnn3C(C)(C)C)N3CCN(C(=O)c4ccco4)CC3)c(=O)[nH]c12 (centres undefined)	0	i	-4	0	19	i	-1	-6	-1
CN(CC(=O)Nc1ccc(F)cc1)C(=O)C1Cc2ccccc2CN1S(C)(=O)=O (centres undefined)	2	i	1	-1	11	i	8	-5	0
COc1ccc(C2=NOC(c3nnc(-c4ccccc4)o3)C2)cc1 (centres undefined)	4	i	0	-4	7	i	-7	-8	-3
COCC(=O)N(C)C1(c2nnnn2CCOC(=O)Nc2ccc(Cl)cc2)CCCCC1	2	i	0	-5	-4	i	-4	7	-7
NC(=O)c1nsc(C(=O)N(Cc2cccnc2)C(C(=O)NC2CCCCC2)c2ccc(F)cc2)c1N (centres undefined)	0	i	-3	3	12	i	21	2	-2
CCOc1ccc(C(=O)C[n+]2ccc(C(=O)NCc3ccccc3)cc2)cc1	2	i	3	-6	-8	i	6	-6	-1
Cn1/c(=N\NC(=O)c2ccccc2Cl)sc2ccccc21	-1	i	7	-1	1	i	1	-3	2
CCO/N=C(\C)c1c(O)cc(C(C)C)n(-c2ccccc2)c1=O	-3	i	1	-3	5	i	-7	-2	-2
O=C1c2[nH]nc(-c3ccccc3O)c2C(c2cccc(O)c2)N1Cc1ccco1 (centres undefined)	-1	i	3	-5	2	i	-1	-69	-8
CC(=O)OCC(=O)C1=CCC2C3CCC4=CC(=O)C=CC4(C)C3(F)C(OC(C)=O)CC12C (centres undefined)	-3	i	-9	2	5	i	12	3	1
O=C(NC1CCN(Cc2ccccc2)CC1)C1CCCN(c2nnc(-n3cccc3)s2)C1 (centres undefined)	-4	i	0	0	0	i	-7	-2	3
Cc1ccc(-n2c(C)c3c(C)nnc(C)c3c2C)cc1C	3	i	-9	-1	16	i	-53	-12	4
CC12CCC3c4ccc(OCC(=O)O)cc4CCC3C1CCC2=O (centres undefined)	-1	i	1	-3	5	i	-2	-5	17
CCCCOc1ccccc1N	0	i	2	-1	-6	i	-6	0	-2
O=C(Cn1c(C(=O)O)cc2ccccc21)c1ccccc1	-2	i	3	-2	-4	i	-3	-4	-4
CCc1nn2c(=O)cc(CSCC(=O)Nc3ccccc3F)nc2s1	4	i	1	1	12	i	16	-4	0
CC1CCC2(CC1)NC(=O)N(CC(=O)Nc1ccc(F)cc1)C2=O (centres undefined)	2	i	-4	-3	-18	i	-8	-9	-5
NS(=O)(=O)c1cccc(NC(=O)Cn2nc(C(=O)O)c3ccccc3c2=O)c1	0	i	-3	2	-4	i	-6	-6	-4
O=C(NCCc1ccc(F)cc1)C(=O)NCC1CCCN1S(=O)(=O)c1ccccc1 (centres undefined)	4	i	2	-7	-3	i	0	3	6
O=C(Cc1ccc(-n2c(=O)[nH]c3ccsc3c2=O)cc1)N1CCN(c2ccc(Cl)cc2)CC1	-1	i	4	17	8	i	2	-1	0
CC1(C)Cc2c(c(-c3ccccc3)nc3[nH][nH]c(=O)c23)CO1	-4	i	1	4	10	i	-41	-10	-2
CCCCCCn1cc(CN2CC(N3CCN(Cc4cccc(C)c4)CC3)CS2(=O)=O)nn1 (centres undefined)	/	/	3	-4	9	i	/	4	-3
O/N=C1\CCCCc2ccccc21	1	i	7	-8	4	i	-12	-8	3
Cc1cc(C)cc(-n2c3ccc(NC(=S)NC4CCCCC4)cc3c(=O)n2C)c1	0	i	4	13	14	/	-47	5	5
Cc1nc(C)c(C(=O)N2CCCC(C(=O)c3cc(F)ccc3F)C2)s1 (centres undefined)	-1	i	3	-7	-4	i	0	-9	5

Given with two lines to a compound: entries from further up.
The line under a structure holds: Rin1 Abl inh | Rpn11 inh | MT1-MMP act inh | NadD inh | SKN-1 block | Neddyl block | PABP1 MLLE inh | FAS-TE inh | CSN deneddyl inh
O=C1c2[nH]nc(-c3ccccc3O)c2C(c2cccc(O)c2)N1Cc1ccco1 (centres undefined)
→ -1 | i | 3 | -5 | 2 | i | -1 | -69 | -8
CC(=O)OCC(=O)C1=CCC2C3CCC4=CC(=O)C=CC4(C)C3(F)C(OC(C)=O)CC12C (centres undefined)
→ -3 | i | -9 | 2 | 5 | i | 12 | 3 | 1
O=C(NC1CCN(Cc2ccccc2)CC1)C1CCCN(c2nnc(-n3cccc3)s2)C1 (centres undefined)
→ -4 | i | 0 | 0 | 0 | i | -7 | -2 | 3
Cc1ccc(-n2c(C)c3c(C)nnc(C)c3c2C)cc1C
→ 3 | i | -9 | -1 | 16 | i | -53 | -12 | 4
CC12CCC3c4ccc(OCC(=O)O)cc4CCC3C1CCC2=O (centres undefined)
→ -1 | i | 1 | -3 | 5 | i | -2 | -5 | 17
CCCCOc1ccccc1N
→ 0 | i | 2 | -1 | -6 | i | -6 | 0 | -2
O=C(Cn1c(C(=O)O)cc2ccccc21)c1ccccc1
→ -2 | i | 3 | -2 | -4 | i | -3 | -4 | -4
CCc1nn2c(=O)cc(CSCC(=O)Nc3ccccc3F)nc2s1
→ 4 | i | 1 | 1 | 12 | i | 16 | -4 | 0
CC1CCC2(CC1)NC(=O)N(CC(=O)Nc1ccc(F)cc1)C2=O (centres undefined)
→ 2 | i | -4 | -3 | -18 | i | -8 | -9 | -5
NS(=O)(=O)c1cccc(NC(=O)Cn2nc(C(=O)O)c3ccccc3c2=O)c1
→ 0 | i | -3 | 2 | -4 | i | -6 | -6 | -4
O=C(NCCc1ccc(F)cc1)C(=O)NCC1CCCN1S(=O)(=O)c1ccccc1 (centres undefined)
→ 4 | i | 2 | -7 | -3 | i | 0 | 3 | 6
O=C(Cc1ccc(-n2c(=O)[nH]c3ccsc3c2=O)cc1)N1CCN(c2ccc(Cl)cc2)CC1
→ -1 | i | 4 | 17 | 8 | i | 2 | -1 | 0
CC1(C)Cc2c(c(-c3ccccc3)nc3[nH][nH]c(=O)c23)CO1
→ -4 | i | 1 | 4 | 10 | i | -41 | -10 | -2
CCCCCCn1cc(CN2CC(N3CCN(Cc4cccc(C)c4)CC3)CS2(=O)=O)nn1 (centres undefined)
→ / | / | 3 | -4 | 9 | i | / | 4 | -3

Remaining list, next part
SMILES	Rin1 Abl inh	Rpn11 inh	MT1-MMP act inh	NadD inh	SKN-1 block	Neddyl block	PABP1 MLLE inh	FAS-TE inh	CSN deneddyl inh
COc1ccc(S(=O)(=O)Cc2ccc(C(=O)NCc3ccccc3OC)o2)cc1	-4	i	5	-1	-18	i	9	0	-3
CCS(=O)(=O)N1CCC(C(=O)Oc2ccccc2Br)CC1	1	i	-2	-7	0	i	-1	-2	2
O=C(COc1ccccc1F)NC1CC1	4	i	0	-7	-3	i	-13	-5	0
COCCCNc1nc2c(c(=O)n(Cc3ccc(Cl)cc3)c(=O)n2C)n1C	-1	i	-1	-4	-5	i	-9	0	4
CC(C)(C)C(=O)/C(=C/c1ccc(Cl)cc1)n1cncn1	-1	i	-17	-4	13	i	-12	0	3
CCN(CC(=O)NCc1cccs1)C(=O)c1ccc(S(=O)(=O)Nc2ccccc2C)cc1	-1	i	1	-4	10	i	-2	-6	2
CCCn1c(SCC(=O)NCc2ccccc2Cl)n[nH]c1=O	-1	i	2	-2	11	i	13	-4	13
CCC(=O)Nc1ccc2c(c1)OC[C@@H](C)NC[C@@H](C)[C@@H](OC)CN(C)C2=O	/	/	-1	/	4	i	/	/	-3
O=C(NC1CCCCC1)C1CCN(c2nnnn2-c2ccccc2)CC1	1	i	6	-1	7	i	-7	-7	-5
COc1ccc(CCNC(=O)[C@@H]2C[C@H]2c2ccccc2)cc1OC	0	i	3	-1	7	i	5	-10	-2
